Screens deposited in PubChem BioAssay by National Center for Advancing Translational Sciences (NCATS).
L3MBTL1 block – L3MBTL1 (human) inhibition; 230,000 compounds, 0.66% hits; AlphaScreen L3MBTL1–H3K9me1 peptide binding; Q9Y468; Potency, µM (titrated, usually from 57.1 µM), inactives show at the highest dose activity, negative = inhibition, hits mostly inhibitors; AID 485360; also: % is scaled to controls: 0 for no effect and ±100 for the full control effect; nearly all actives have a fitted effect of over 60% in size
Target sequence (Q9Y468 whole entry, looked up): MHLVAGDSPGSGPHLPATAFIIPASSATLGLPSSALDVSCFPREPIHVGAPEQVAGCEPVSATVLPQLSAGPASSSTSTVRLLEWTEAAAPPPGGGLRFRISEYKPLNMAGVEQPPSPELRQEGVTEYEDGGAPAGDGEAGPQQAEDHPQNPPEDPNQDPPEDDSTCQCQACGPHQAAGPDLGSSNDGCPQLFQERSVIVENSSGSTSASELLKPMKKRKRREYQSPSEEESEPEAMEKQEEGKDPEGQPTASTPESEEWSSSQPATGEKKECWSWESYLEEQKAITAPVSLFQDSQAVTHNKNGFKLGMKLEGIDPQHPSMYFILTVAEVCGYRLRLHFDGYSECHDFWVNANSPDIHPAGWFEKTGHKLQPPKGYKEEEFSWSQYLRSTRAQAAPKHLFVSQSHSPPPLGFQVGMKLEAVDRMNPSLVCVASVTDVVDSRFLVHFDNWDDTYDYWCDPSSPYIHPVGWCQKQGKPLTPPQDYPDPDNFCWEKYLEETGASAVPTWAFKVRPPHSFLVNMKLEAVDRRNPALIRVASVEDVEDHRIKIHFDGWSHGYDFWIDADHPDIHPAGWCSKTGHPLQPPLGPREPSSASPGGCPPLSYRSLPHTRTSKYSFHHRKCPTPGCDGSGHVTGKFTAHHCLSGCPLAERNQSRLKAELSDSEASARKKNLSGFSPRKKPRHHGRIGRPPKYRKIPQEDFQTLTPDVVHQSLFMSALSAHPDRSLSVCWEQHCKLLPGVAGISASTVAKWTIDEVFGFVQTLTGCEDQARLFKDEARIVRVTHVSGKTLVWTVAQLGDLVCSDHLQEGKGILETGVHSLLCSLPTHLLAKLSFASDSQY
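Displacement of a biotinylated histone H3(1-15) peptide monomethylated at Lys9 (75 nM) from L3MBTL1 (50 nM) was measured by AlphaScreen after a 30 min room-temperature compound incubation; cefsulodin titration served as intraplate control.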
Tau fluor cs – counter-screen for tau fibril formation inhibitors. tau K18 P301L Alexa594 fluorescence, heparin fibrillization. Potency, µM (top dose mostly 57.7 µM), for the others: top-dose activity change, negative = decrease. 280,000 compounds, 0.93% hits. AID 1463; also: % is scaled to controls: 0 for no effect and ±100 for the full control effect; nearly all actives have a fitted effect of over 55% in size
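Human K18 P301L tau (15 uM unlabeled plus 0.24 uM Alexa 594-labeled, final) in 100 mM sodium acetate pH 7 was mixed with compound and 20 uM heparin and incubated 6 hr at 37 C.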
Tau fibril FP – tau fibrillization inhibition (FP). Potency, µM (series often up to 57.7 µM), for the others: at the top dose activity, negative = inhibition, usual class: inhibitors. K18 P301L tau heparin fibrillization, Alexa594 FP, 6 h. P10636. 280,000 compounds, 0.39% hits. AID 1468; also: % is scaled to controls: 0 for no effect and ±100 for the full control effect; nearly all actives have a fitted effect of over 55% in size
Target sequence (P10636 561-689 P618L limits assumed): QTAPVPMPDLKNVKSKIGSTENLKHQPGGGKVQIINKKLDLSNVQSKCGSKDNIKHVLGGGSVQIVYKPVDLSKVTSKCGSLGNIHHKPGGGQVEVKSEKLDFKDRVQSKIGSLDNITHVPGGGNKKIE
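Compound effects on tau fibrillization are measured by Alexa 594 fluorescence polarization (ex 555, em 632 nm). K18 P301L tau is used at 15 uM with 0.24 uM labeled tracer, and 20 uM heparin induces aggregation over 6 hr at 37 C.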
Tau fibril ThT – inhibitors of human tau fibril formation, thioflavin T binding | P10636 | recombinant tau K18 P301L (four-repeat tau fragment), heparin-induced fibrillization, ThT fluorescence | Potency, µM (series often up to 57.4 µM), for inactives: at the highest dose activity, negative = inhibition, most hits filed as inhibitors | 270,000 compounds, 2.1% hits; also: % is scaled to controls: 0 for no effect and ±100 for the full control effect; nearly all actives have a fitted effect of over 55% in size
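Recombinant human tau K18 fragment […] carrying P301L, 15 uM unlabeled plus 0.24 uM Alexa 594-labeled, was fibrillized with 20 uM heparin in 100 mM sodium acetate pH 7 for 6 hr at 37 C; 30 uM ThT fluorescence read after 1 hr.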
RECQ1 helicase – blocks DNA unwinding by human RECQ1; P46063; RECQ1 DNA unwinding, red fluorescence kinetic read; Potency, µM (series often up to 57.3 µM), for inactives: at the top dose activity, negative = inhibition, most hits filed as inhibitors; 240,000 compounds, 0.54% hits;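 also: plate controls were vehicle for no effect and no enzyme for full effect; nearly all actives have a fitted effect of over 30% in size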
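RECQ1T1 50 nM; forked duplex (20 bp + 30-nt ss tails) 200 nM, ATP 2 mM final; pH 8.0, 2 mM MgCl2, 2.5 ug/ml poly(dI-dC); 15 min compound preincubation; discontinuous kinetic read over 2 h at RT.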
HTT cytoprotect – protects HTT-Q103 PC12 cells, measured by ATP. PC12 HTT-Q103 induced, cytoprotection, ATP luminescence, 40 h. Potency, µM (doses to about 56.4 µM), inactives show cytoprotection (ATP increase), usual class: activators. 230,000 compounds, 0.14% hits;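 also: % of control where 0% means no effect; nearly all actives have a fitted effect of over 45% in size; toxic huntingtin expression switched on by the ecdysone agonist tebufenozide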
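PC12 cells stably carrying ecdysone-inducible Htt exon 1 (Q103)–GFP were induced with 100 nM tebufenozide (final) alongside library compounds in a dose series. Cytoprotection was scored as retained ATP by ATPlite luminescence.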
TRb SRC2 PPI – inhibitors of human thyroid hormone receptor beta-SRC2 interaction; 280,000 compounds, 0.065% hits; Potency, µM (series often up to 106 µM), for inactives: at the top dose activity change, negative = inhibition, actives largely listed as inhibitors; AID 1469; TRbeta-SRC2 peptide binding, fluorescence polarization; receptor liganded with 1 µM T3;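 also: plate controls were bound peptide for no effect and peptide without receptor for full effect; nearly all actives have a fitted effect of over 50% in size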
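Human TRb LBD (0.6 uM) plus Texas Red-labeled SRC2 peptide (20 nM), 1uM T3, 5% DMSO, 5 hr at ambient temperature. Decreased polarization (555/632 nm) flags inhibition; data normalized to free and bound peptide controls.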
TexasRed fluor – counter-screen for TRb-SRC2 inhibitors: fluorescence interference. TRb/SRC2 Texas Red total fluorescence interference. Potency, µM (highest dose often 106 µM), without a hit: at the highest dose fluorescence change, negative = quenching. 280,000 compounds, 0.29% hits. AID 1479; active = well fitted curve in either direction with a large enough effect; inconclusive = small, poorly fitted or top-dose-only effect; also: % is scaled to controls: 0 for no effect and ±100 for the full control effect
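Human TRβ ligand-binding domain (0.6 uM) and Texas Red SRC2 peptide (20 nM) in Tris buffer with 1 uM T3 and 5% DMSO were incubated with pinned compound for 5 hr at ambient temperature. Total fluorescence was computed as S + 2P (555/632 nm).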
An asterisk follows results filed as active; i = inactive; u = inconclusive; x = no result given; [ ] = dose if it differs, or a comment. Unless noted, calls follow the shape of the dose curve; as a rule, active = well fitted curve in the direction sought with a large enough effect; inconclusive = small, poorly fitted or top-dose-only effect, or another doubt; inactive = no such curve, though single readings can be large; an effect the other way counts as inactive or inconclusive. Potency is read from the fitted curve at half-maximal effect. Some of the compounds tested; count on the stated rates, not on these rows.

SMILES	TexasRed fluor	Tau fibril ThT	TRb SRC2 PPI	L3MBTL1 block	RECQ1 helicase	Tau fluor cs	HTT cytoprotect	Tau fibril FP
COc1ccc(OCC(=O)N2CCN(Cc3cccc(OC)c3OC)CC2)cc1	0%	-22%	0%	x	x	-20%	x	-8%
CCCN1CCC[C@@H](c2cccc(C#N)c2)C1	3%	-9%	-2%	x	i	-5%	x	0%
O=C(CN1CCN(c2ccccc2)CC1)Nc1cccc(C(F)(F)F)c1	-3%	-21%	-4%	x	-1%	u	-14%	8%
COc1ccc(C(=O)C2CCCN(C3CSCCSC3)C2)c(OC)c1 (configuration not stated)	0%	-10%	-8%	-18%	-8%	-16%	3%[10 µM]	-3%
Cc1ccc2cccc(OC(=O)N3CCCC3)c2n1	-2%	-3%	3%	5%[11.4 µM]	-4%	8%	4%	12%
Oc1ccc2c3c1O[C@H]1c4c(c5ccccc5n4Cc4ccccc4)C[C@@]4(O)C(C2)N(CC2CC2)CC[C@]314	-2%	-17%	-8%	x	-12%	u	-156%[inhibitor]	3%
C[C@]12CCC3C(CC[C@]4(O)CC(O)CC[C@@]34C=O)[C@]1(O)CCC2C1=CC(=O)OC1 (some centres not stated)	-3%	5%	5%	x	i	-2%	-10%	-8%
Cc1ccc2c(c1)C(c1ccccc1)NCC(=O)N2 (configuration not stated)	-2%	-7%	-9%	-1%	-4%	-3%	-12%	-1%
CCCCn1c(=O)c(C(=O)Nc2ccsc2C(=O)OC)c(O)c2ccccc21	-15%	-6%	5%	12%	-5%	-3%	3%[1.9 µM]	7%
COP(=O)(OC)C(Nc1ccccn1)c1ccccc1 (configuration not stated)	9%	-5%	-6%	9%	-1%	-5%	1%[10 µM]	3%
Cc1cccc(-n2c(O)c(C=NCCCN3CCOCC3)c(=O)[nH]c2=O)c1C	2%	-4%	-17%	4%	-9%	5%	24%[10 µM]	6%
C=CCn1c(O)c(/C=C2\C=Nc3ccccc32)c(=O)[nH]c1=O	-6%	u	-4%	6%	i	u	-18%[10 µM]	-7%
CCOC(=O)C1=C(N)Oc2ccccc2C12C(=O)N(CC(=O)OC)C(CC(=O)OC)=C2C(=O)OC (configuration not stated)	4%	u	6%	0%	-4%	-10%	-6%	-15%
COc1cc(C2c3cc4c(c(O)c3CC3COC(=O)C32)OCO4)cc(OC)c1OC (configuration not stated)	-2%	-4%	2%	x	-3%	-3%	x	4%
CN1CCN(CCC(C#N)(c2ccccc2)c2ccccc2)CC1	-2%	-5%	-13%	4%	-1%	-4%	-17%	-3%
CC/C(CC(c1ccccc1)c1c(O)c2ccccc2oc1=O)=N\NC(N)=S (configuration not stated)	-5%	1%	1%	-10%	-4%	0%	x	2%
CC12CN3CC(C)(CN(C1)C3c1cccs1)C2=O (configuration not stated)	2%	3%	6%	-8%	22%	-4%	0%	4%
N#Cc1ccc(/C=C/C(=O)O)cc1	0%	0%	1%	3%	-6%	7%	21%[10 µM]	3%
CCOCCSc1nc2c(c(-c3cccs3)c1C#N)CC/C2=C/c1cccs1	3%	10%	-26%	14%	-2%	15%	11%[10 µM]	5%
CCOC(=O)c1ncn2c1CN(C)C(=O)c1cc(N=[N+]=[N-])ccc1-2	-19%	-6%	-6%	x	-11%	-4%	-1%	4%
CN(CC(=O)NC(=O)NCc1ccco1)CC(=O)Nc1ccccc1Cl	-3%	-10%	-4%	u	u	-10%	16%[10 µM]	2%
N#CCCn1cc(C(=O)Nc2ccc([N+](=O)[O-])cc2)c(-c2ccc3c(c2)OCCO3)n1	1%	7%	4%	-19%	1%	5%	6%[10 µM]	3%
CCCc1c(C)nc(SCC(=O)C(C)(C)C)nc1OC(=O)N(C)C	1%	-10%	4%	7%	-5%	-15%	-7%[10 µM]	-6%
Cc1ccsc1C(=O)C1CCCN(Cc2c(C)nn(C(C)C)c2C)C1 (configuration not stated)	-8%	-4%	-3%	6%	i	2%	-9%	6%
O=[N+]([O-])c1ccc(NCCO)c2ncccc12	-3%	u	-4%	-3%	-6%	-8%	-4%[10 µM]	-8%

Some of the entries so far, with two lines to a compound.
The line under a structure holds: TexasRed fluor | Tau fibril ThT | TRb SRC2 PPI | L3MBTL1 block | RECQ1 helicase | Tau fluor cs | HTT cytoprotect | Tau fibril FP
- COc1ccc(OCC(=O)N2CCN(Cc3cccc(OC)c3OC)CC2)cc1
 : 0% | -22% | 0% | x | x | -20% | x | -8%
- CCCN1CCC[C@@H](c2cccc(C#N)c2)C1
 : 3% | -9% | -2% | x | i | -5% | x | 0%
- O=C(CN1CCN(c2ccccc2)CC1)Nc1cccc(C(F)(F)F)c1
 : -3% | -21% | -4% | x | -1% | u | -14% | 8%
- COc1ccc(C(=O)C2CCCN(C3CSCCSC3)C2)c(OC)c1 (configuration not stated)
 : 0% | -10% | -8% | -18% | -8% | -16% | 3%[10 µM] | -3%
- Cc1ccc2cccc(OC(=O)N3CCCC3)c2n1
 : -2% | -3% | 3% | 5%[11.4 µM] | -4% | 8% | 4% | 12%
- Oc1ccc2c3c1O[C@H]1c4c(c5ccccc5n4Cc4ccccc4)C[C@@]4(O)C(C2)N(CC2CC2)CC[C@]314
 : -2% | -17% | -8% | x | -12% | u | -156%[inhibitor] | 3%
- C[C@]12CCC3C(CC[C@]4(O)CC(O)CC[C@@]34C=O)[C@]1(O)CCC2C1=CC(=O)OC1 (some centres not stated)
 : -3% | 5% | 5% | x | i | -2% | -10% | -8%
- Cc1ccc2c(c1)C(c1ccccc1)NCC(=O)N2 (configuration not stated)
 : -2% | -7% | -9% | -1% | -4% | -3% | -12% | -1%
- CCCCn1c(=O)c(C(=O)Nc2ccsc2C(=O)OC)c(O)c2ccccc21
 : -15% | -6% | 5% | 12% | -5% | -3% | 3%[1.9 µM] | 7%

(next part)
SMILES	TexasRed fluor	Tau fibril ThT	TRb SRC2 PPI	L3MBTL1 block	RECQ1 helicase	Tau fluor cs	HTT cytoprotect	Tau fibril FP
C[C@H](NC(C)(C)C)C(=O)c1cccc(Cl)c1	1%	x	-5%	x	10%[25.9 µM]	x	u	x
COc1ccc(Cn2c(O)c(/C=N/NC(=O)c3ccncc3)c(=O)[nH]c2=O)cc1	-12%	u	-3%	-8%	-9%	-13%	12%[10 µM]	-8%
CC1CC[C@@]2(OC1)OC1C(O)C3C4CC[C@H]5CC(O[C@@H]6O[C@@H](CO)[C@H](OC7OC(CO)C(O)C(OC8OCC(O)C(O)[C@H]8O)[C@@H]7O[C@@H]7OC(CO)[C@H](O)[C@@H](O[C@@H]8OC(CO)C(O)C(O)C8O)C7O)C(O)C6O)C(O)C[C@]5(C)C4CC[C@]3(C)C1C2C (some centres not stated)	-3%	-14%	-4%	x	-3%	0%	-339%[inhibitor]	10%
CNC(=O)[C@@H]1C[C@H]1[C@@H](NP(=O)(c1ccccc1)c1ccccc1)c1ccccc1	1%	0%	1%	x	i	-3%	-32%[inhibitor]	3%
CC(=O)c1cc(C(C)=O)c(C)[n+](C)c1C	-7%	-9%	-3%	13%	16%	-7%	25%[10 µM]	0%
O=C(C1CCC(=O)N1C1CCCC1)N1CCC2(CC1)OCCO2 (configuration not stated)	4%	-10%	-1%	-3%	-6%	-4%	-2%	-4%
CCOP(=S)(OCC)Oc1cc(C)oc(=O)c1Cl	-2%	u	-1%	-6%	0%	-26%	-8%[10 µM]	u
Cc1cc(N2CCOCC2)ccc1/C=C1\C(=O)NC(=O)N(c2ccccc2)C1=O	24%	u	-26%	0%	i	-14%	-13%[10 µM]	u
CC(=O)Nc1ccc(OCCF)cc1	-2%	3%	-3%	12%	-4%	7%	-37%	11%
O=C(CNC(=O)c1ccc(Cl)cc1)Nc1ccc(Br)cc1C(=O)c1ccccc1	0%	-7%	-2%	-7%	-1%	u	u	-10%
O=c1[nH]c(=O)n(Cc2ccc(F)cc2)c(O)c1C=NCCCO	-5%	-1%	2%	u	-5%	4%	11%[10 µM]	10%
COc1cccc(/C=C2\N=C(c3cncc(Br)c3)OC2=O)c1	-1%	2%	-19%	9%	-7%	2%	10%[10 µM]	5%
O=C1C2CCCN2C(c2cccnc2)N1c1cccc(Cl)c1 (configuration not stated)	-2%	-8%	-6%	x	-5%	-8%	2%	4%
CCCC1(CCC)C(=O)NC(=NCc2ccccc2)NC1=O	1%	-6%	-4%	0%	-2%	3%	-83%[inhibitor][10 µM]	3%
Cc1cccc(-n2c(O)c(C=Nc3ccc(Br)cn3)c(=O)[nH]c2=O)c1	-3%	-12%	-6%	37%[activator]	-21%	-25%	-25%[10 µM]	4%[2.34 µM]
Cc1cccc(-n2nc(C)c3c2NC(=O)CSC3c2ccccc2Cl)c1 (configuration not stated)	0%	-6%	3%	x	x	-12%	x	8%
C=C(CC1(C(C)NP(=O)(c2ccccc2)c2ccccc2)CC1)c1ccccc1 (configuration not stated)	-5%	u	3%	x	-8%	-13%	-43%[inhibitor]	11%
COc1ccc(OCC(=O)N2CCN(CCc3ccccn3)CC2)cc1	3%	-4%	4%	x	x	-2%	x	2%
